Screens deposited in PubChem by several laboratories.
ABCB6 inh 2 – ABCB6 transporter inhibitors, primary screen, K562-ABCB6 cells, flow cytometry, MLPCN library. hit rate 0.19% among 360,000. ATP-binding cassette sub-family B member 6 (Homo sapiens), Q9NP58. K562-ABCB6 porphyrin accumulation, 1 h; active compounds read low. fluorescence ratio to DMSO, % at 10 µM;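 active means fluorescence ratio to DMSO below 75%, the collection mean minus 3 SD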;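 further: signal is porphyrin accumulated inside mitochondria; 100% equals median channel fluorescence of DMSO control wells; lower ratio means ABCB6 inhibition with less porphyrin fluorescence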
Target sequence (Q9NP58 whole entry, looked up): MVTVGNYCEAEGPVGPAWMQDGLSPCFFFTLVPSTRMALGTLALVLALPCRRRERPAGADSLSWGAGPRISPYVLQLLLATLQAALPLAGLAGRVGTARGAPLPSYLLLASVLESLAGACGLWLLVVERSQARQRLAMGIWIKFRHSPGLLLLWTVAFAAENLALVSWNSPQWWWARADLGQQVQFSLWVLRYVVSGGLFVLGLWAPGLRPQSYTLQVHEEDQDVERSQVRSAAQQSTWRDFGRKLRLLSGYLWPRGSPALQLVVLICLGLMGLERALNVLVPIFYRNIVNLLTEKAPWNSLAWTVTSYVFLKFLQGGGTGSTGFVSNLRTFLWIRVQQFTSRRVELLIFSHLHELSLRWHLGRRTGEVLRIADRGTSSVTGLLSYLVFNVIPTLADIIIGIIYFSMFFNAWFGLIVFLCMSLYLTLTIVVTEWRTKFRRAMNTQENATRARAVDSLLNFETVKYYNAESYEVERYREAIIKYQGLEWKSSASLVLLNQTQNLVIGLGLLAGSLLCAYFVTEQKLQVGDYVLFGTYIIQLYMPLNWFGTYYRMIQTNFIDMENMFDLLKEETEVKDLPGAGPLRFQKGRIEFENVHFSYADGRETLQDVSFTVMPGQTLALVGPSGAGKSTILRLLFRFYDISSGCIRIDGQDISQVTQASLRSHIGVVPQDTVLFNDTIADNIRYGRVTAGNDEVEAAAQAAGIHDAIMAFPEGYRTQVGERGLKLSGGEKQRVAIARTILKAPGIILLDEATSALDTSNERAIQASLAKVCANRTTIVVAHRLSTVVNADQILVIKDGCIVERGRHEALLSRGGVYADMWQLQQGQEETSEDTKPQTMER
SRC2 inh – inhibition of GAL4-SRC2 driven luciferase reporter, primary screen, SRC2 inhibitor project, cell-based, luminescence; Nuclear receptor coactivator 2 (Homo sapiens), Q15596; HEK293 GAL4-SRC2 luciferase reporter; inhibition, % at 9 µM; hit rate 0.17% among 370,000; AID 651957, 2012;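 active means inhibition above the mean inhibition of all tested compounds plus 3 SD, set per campaign, cut at about 52% in these data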;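 further: 0% = DMSO treated cells and 100% = cells given Gossypol at 36 µM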
m5-HT2A agonist – mouse Htr2a agonists via beta-arrestin recruitment, primary screen, cell-based, luminescence. 5-hydroxytryptamine receptor 2A (Mus musculus), P35363. CHO-K1 mHTR2A beta-arrestin complementation; percent of 30 µM serotonin response. activation, % at 7.6 µM. hit rate 0.66% among 360,000. AID 624169, 2012;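 active means activation above a run cutoff, the mean activation of all tested compounds plus 3 SD, cut at about 14% in these data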;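 further: 0% = plate median of compound wells and 100% = 30 µM serotonin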
TLR9-MyD88 inh – inhibitors of TLR9-MyD88 association in cells, primary screen, cell-based, CHO, BLA complementation, fluorescence; CCF4 FRET ratio; inhibition, % at 4.98 µM; hit rate 0.21% among 340,000; AID 504734, 2011;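 active means inhibition above the mean over all tested compounds plus 3 SD, cut at about 21% in these data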;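 further: 0% = DMSO only wells and 100% = clavulanate BLA inhibitor control wells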
MC4R antag cAMP – MC4R antagonists of cAMP signaling, primary screen, cell-based, TR-FRET, antagonist arm of biased-ligand search; MC4R-expressing cells, MTII-stimulated cAMP, LANCE TR-FRET; Melanocortin receptor 4 (Homo sapiens), P32245; hit rate 0.48% among 360,000; inhibition, % at 6.5 µM;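 active means inhibition above its plate's cutoff, the mean of tested wells on that plate plus 3 SD, cut at about 29% in these data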;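 further: 0% = Melanotan II alone and 100% = Melanotan II plus saturating MCL0020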
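System: U2OS-MC4R stable cell line; Technique: Eu-cAMP/anti-cAMP TR-FRET, emission 671 nm; Repeats: single well per compound; Also added: Melanotan II; Dosing: one concentration, 6.5 µM nominal; Schedule: 30-min compound, 1-h challenge, 1-h detection, room temperature.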
Cardio protect – cardioprotection against H2O2-induced cell death, primary screen, uHTS, H9c2 cells, ATPLite luminescence. protection from H2O2 cell death, % at 20 µM. H9c2 cardiomyocytes, H2O2 injury protection, 2 h. AID 588492, 2011. hit rate 0.63% among 360,000;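 active means compounds giving at least 50% protection of heart cells from peroxide-induced death in the single-dose screen, raw or plate-pattern-corrected value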;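 further: 0% = DMSO wells with peroxide and 100% = DMSO wells without peroxide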
NOD2 RIPK2 PPI – NOD2-RIPK2 binding disruptors in cells, primary screen, fluorescence, CHO cells, BLA complementation; Receptor-interacting serine/threonine-protein kinase 2 (Homo sapiens), O43353; CCF4 ratio; inhibition, % at 4.98 µM; hit rate 0.38% among 360,000; AID 624267, 2012; in the data active means inhibition above about 21%;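 further: 0% = vehicle only and 100% = reference blocker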
Glyco luc inh – increase of ERlucT glycosylation luciferase signal, primary screen, N-linked glycosylation inhibitor project, D54 ERlucT cells, luminescence, set 2; D54 ERlucT glycosylation luciferase reporter, 24 h; percent of 100 nM tunicamycin response; reporter increase, % at 12.5 µM; hit rate 0.23% among 360,000;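 active means mean luciferase reporter signal, scaled so untreated is 0 and the glycosylation-blocking control 100, at or above a set limit in every replicate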;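 further: luciferase carries N-glycosylation sites so blocking glycosylation raises the light; 0% = median of neutral control wells and 100% = median of 100 nM tunicamycin wells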
MC4R barr agon – MC4R agonists recruiting beta-arrestin, primary screen, cell-based, luminescence, agonist arm of biased-ligand search; Melanocortin receptor 4 (Homo sapiens), P32245; U2OS MC4R beta-arrestin complementation; percent of melanotan II response, DMSO zero; activation, % at 8.9 µM; hit rate 0.98% among 360,000; AID 540308, 2011;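 active means activation above a per-plate cutoff, the mean activation of sample wells on that plate plus 3 SD, cut at about 8% in these data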
ABHD5-PLIN5 inh – ABHD5-PLIN5 interaction inhibitors, primary screen, cell lysate, split luciferase complementation, luminescence. Perilipin-5 (Homo sapiens) + 1-acylglycerol-3-phosphate O-acyltransferase ABHD5 (Homo …. Split G. princeps luciferase complementation, 4 h. inhibition, % at 4 µM. hit rate 0.78% among 360,000. AID 602281, 2012;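 active means inhibition above the mean inhibition across every tested compound plus 3 SD, cut at about 22% in these data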;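 further: 0% = DMSO only wells and the 100% control is not disclosed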
Starred values were filed as active, the others as inactive; · = not tested or not shown.

1) O=C(N/N=C/c1cccs1)c1ccc2ccccc2c1
2) O=C(Nc1ccc2c(c1)OCO2)C1CCCN(S(=O)(=O)Cc2ccccc2)C1 (centres undefined)
3) Cc1ccc(C(=O)CSc2nc(C)cc(C)c2C(N)=O)cc1
4) O=C(O)c1cc(-c2ccc(/C=N/NC(=S)Nc3ccccc3)o2)ccc1Cl
5) Cc1ccc(NC(=O)C2c3ccccc3Oc3ccccc32)c(C)c1
6) OCC1(Cc2ccc(F)cc2)CCCN(Cc2ccc(F)cc2Cl)C1 (centres undefined)
7) COc1cccc(OC)c1OCCCSc1nc(C)cc(=O)[nH]1
8) O=C(O)c1cccc(-n2c(O)c(C=C3N=c4ccccc4=N3)sc2=S)c1

Compound	1	2	3	4	5	6	7	8
ABCB6 inh 2	101	98	88	101	99	94	109	106
SRC2 inh	-43	25	18	-24	-10	7	-9	16
m5-HT2A agonist	-5	1	-2	-3	0	-2	5	-4
TLR9-MyD88 inh	3	-3	3	·	5	3	-5	-2
MC4R antag cAMP	-4	2	-2	0	3	5	-9	-3
Cardio protect	-2	-5	-5	0	9	2	-3	9
NOD2 RIPK2 PPI	-5	-3	-6	-7	-3	-7	-10	-2
Glyco luc inh	14	1	1	1	-1	-4	3	-1
MC4R barr agon	-2.5	0.8	-1.0	-1.1	-0.9	0.3	0.1	-2.3
ABHD5-PLIN5 inh	-5	6	-2	-9	1	-1	-1	-13

9) O=C(Cn1cnc2ccccc2c1=O)N1CCN(c2ccc(F)cc2)CC1
10) COc1cccc(C(C(=O)NCc2ccco2)N(C(=O)Cn2nnc3ccccc32)C2CC2)c1OC (centres undefined)
11) COc1ccccc1NC(=O)C(=O)Nc1ccc2c(c1)N(C(=O)C1CC1)CCC2
12) COc1ccc(CNCCC(c2ccc(OC)cc2)c2ccccc2OC)cc1 (centres undefined)
13) Cc1ccc(C(=O)NCCSCc2ccc(Cl)cc2Cl)cc1[N+](=O)[O-]
14) Cc1ccc(O)c(N=NC2=C(O)CC(C)(C)CC2=O)c1
15) COc1ccc(C)cc1NC(=O)COC(=O)c1c(-c2ccccc2)noc1C
16) COc1cccc(CN2CCNC(=O)C2CC(=O)N(C)Cc2nc(C)cs2)c1OC (centres undefined)

Compound	9	10	11	12	13	14	15	16
ABCB6 inh 2	97	98	91	96	100	98	96	96
SRC2 inh	-16	1	-6	-5	10	-33	11	-34
m5-HT2A agonist	1	2	8	-1	-6	1	-4	10
TLR9-MyD88 inh	5	-16	6	-19	4	6	-3	2
MC4R antag cAMP	13	18	1	1	1	-7	8	14
Cardio protect	-1	7	-6	-14	-5	8	4	-6
NOD2 RIPK2 PPI	-8	-13	-2	4	-1	-3	-18	3
Glyco luc inh	2	-1	-1	-1	-1	-11	-3	1
MC4R barr agon	-2.0	-0.2	-3.3	1.9	1.7	-1.3	-1.7	-2.9
ABHD5-PLIN5 inh	3	4	-3	13	-2	6	-7	6

17) COc1ccc(-c2cc(C(F)(F)F)nc(N3CCN(Cc4ccccc4)CC3)n2)cc1OC
18) O=C1C(Cl)=C(N2CCCC2)C(=O)N1c1ccccc1F
19) O=C(Nc1ccccc1)N1CCN(Cc2ccc(Cl)cc2)CC1
20) Cc1nc2sc3c(c2c(=O)[nH]1)CCCC3
21) c1ccc(-c2nc3ccccc3n2C(c2ccccc2)c2nc3ccccc3[nH]2)cc1 (centres undefined)
22) COc1ccc(S(=O)(=O)N2CCCC(C(=O)NCCCn3ccnc3)C2)cc1OC (centres undefined)
23) O=C(NNC(=O)c1cccnc1SCc1cccc([N+](=O)[O-])c1)c1cccnc1
24) N#CC(C#N)=Cc1cc2ccccc2nc1N1CCOCC1

Compound	17	18	19	20	21	22	23	24
ABCB6 inh 2	95	100	99	95	·	97	96	110
SRC2 inh	-9	9	-11	3	-17	-27	-13	-1
m5-HT2A agonist	-5	3	-5	3	-5	-7	-4	4
TLR9-MyD88 inh	6	3	-12	-7	·	-10	1	-4
MC4R antag cAMP	4	19	2	5	·	10	5	23
Cardio protect	-7	-1	-3	10	·	4	3	6
NOD2 RIPK2 PPI	-3	-3	-7	-2	-7	1	3	2
Glyco luc inh	0	3	-1	3	·	-2	3	7
MC4R barr agon	-2.7	-0.7	-1.2	1.2	·	0.7	-3.3	0.6
ABHD5-PLIN5 inh	-17	2	2	-2	-33	-7	5	4

Record cards (already shown). Order of values: ABCB6 inh 2	SRC2 inh	m5-HT2A agonist	TLR9-MyD88 inh	MC4R antag cAMP	Cardio protect	NOD2 RIPK2 PPI	Glyco luc inh	MC4R barr agon	ABHD5-PLIN5 inh
Cc1nc2sc3c(c2c(=O)[nH]1)CCCC3 in the list: 95	3	3	-7	5	10	-2	3	1.2	-2
COc1ccc(S(=O)(=O)N2CCCC(C(=O)NCCCn3ccnc3)C2)cc1OC (centres undefined) in the list: 97	-27	-7	-10	10	4	1	-2	0.7	-7
O=C(Nc1ccccc1)N1CCN(Cc2ccc(Cl)cc2)CC1 in the list: 99	-11	-5	-12	2	-3	-7	-1	-1.2	2

The list continues.
25) CCOc1ccc(S(=O)(=O)N2CCCCC2)cc1NC(=O)Cc1cccs1
26) N#Cc1c(NC(=O)CSc2nc(-c3ccco3)cc(C(F)(F)F)n2)sc2c1CCCC2
27) C#CCN(C[C@@H](CC(C)C)NC(=O)OC(C)(C)C)S(=O)(=O)c1ccc(Br)cc1F
28) N=C(CC1CC(=O)NC(=O)C1)C1=C(O)CCCC1=O
29) COc1ccc(S(=O)(=O)NCc2ccccn2)cc1NC(=O)c1ccccc1
30) Cc1cccc(NC(=S)NCCN(C2CCCCC2)C2CCCC2)c1
31) COC(=O)c1ccccc1NC(=O)CSc1nc(N)cc(=O)[nH]1
32) COc1ccc(N2CC(C(=O)N3CCN(C(=O)c4ccco4)CC3)CC2=O)cc1 (centres undefined)

Compound	25	26	27	28	29	30	31	32
ABCB6 inh 2	97	90	100	96	101	96	104	93
SRC2 inh	13	0	9	-30	-4	-22	4	0
m5-HT2A agonist	-5	2	2	1	0	-6	3	-2
TLR9-MyD88 inh	-2	-6	7	-2	0	2	-12	-5
MC4R antag cAMP	6	3	12	-4	9	3	28	7
Cardio protect	-6	-6	-20	2	2	-4	6	2
NOD2 RIPK2 PPI	-7	-1	-19	-1	-2	-9	-1	-3
Glyco luc inh	-1	2	-8	-2	25	0	6	1
MC4R barr agon	0.8	-0.7	6.9	-0.5	2.7	-0.7	0.9	-0.8
ABHD5-PLIN5 inh	3	-4	-15	4	-6	2	5	4

33) CC1CCN(C(=O)CCCl)c2ccccc21 (centres undefined)
34) Cc1ccc(CNC(=O)c2cccnc2Sc2cccc(Cl)c2)cc1
35) C[C@H](CO)N1C[C@H](C)[C@@H](CN(C)S(=O)(=O)c2cccs2)OCc2cn(nn2)CCCC1=O
36) COCCNC(=O)C1C(=O)Nc2ccccc2C(=O)N1C1CCCC1 (centres undefined)
37) O=C(NCC1CCCO1)NC1(C(F)(F)F)Oc2ccccc2O1 (centres undefined)
38) CCc1noc(C)c1C(=O)N(C)CC(=O)Nc1ccc(Br)cc1C
39) Cc1ccc(OCC(=O)N2CCN(S(=O)(=O)c3ccc(Cl)s3)CC2)cc1C
40) O=C(c1cccc(S(=O)(=O)N2CCOCC2)c1)N(Cc1ccc(F)cc1)Cc1ccco1

Compound	33	34	35	36	37	38	39	40
ABCB6 inh 2	100	99	101	·	99	102	99	95
SRC2 inh	0	-10	-10	-19	5	-24	-20	7
m5-HT2A agonist	1	1	1	-3	4	-1	13	-3
TLR9-MyD88 inh	0	·	-5	·	-7	1	2	5
MC4R antag cAMP	11	-10	6	·	4	6	-5	3
Cardio protect	-1	3	6	·	13	5	7	11
NOD2 RIPK2 PPI	-2	-9	6	0	-1	-10	2	-1
Glyco luc inh	1	-4	1	·	-4	1	-1	-2
MC4R barr agon	-2.7	0.5	-2.7	·	-1.1	1.1	-2.6	-3.1
ABHD5-PLIN5 inh	4	-4	-1	6	3	-3	3	6

41) Cc1nn(-c2ccc(N3CCCCC3)nn2)c(C)c1CCC(=O)Nc1ccc(F)c(F)c1
42) CC(C)(C)NC(=O)COC(=O)c1nsc(Cl)c1Cl
43) CC[C@@H](C)[C@H](NC(=O)Cc1c(C)c2c(cc(C)c3c(C)coc32)oc1=O)C(=O)O
44) CCOc1ccc(C2C3=C(CCCC3=O)N(CC(=O)O)C3=C2C(=O)CCC3)cc1
45) O=[N+]([O-])c1ccc2c(c1)nnn2-c1ccccc1
46) CC(=O)c1sc(NC(=O)CCc2ccccc2)nc1C
47) O=C(CNC(=O)c1ccco1)OCc1ccc(Cl)cc1
48) O=C(Cc1ccsc1)NCC(=O)Nc1ccccc1Br

Compound	41	42	43	44	45	46	47	48
ABCB6 inh 2	98	103	106	95	99	80	100	95
SRC2 inh	-56	-29	-46	4	-19	-56	2	10
m5-HT2A agonist	-1	-1	-2	-8	5	2	4	-6
TLR9-MyD88 inh	-10	0	8	-7	-4	-8	-5	5
MC4R antag cAMP	-3	8	0	-5	1	-4	13	4
Cardio protect	-4	10	3	-2	6	2	-5	4
NOD2 RIPK2 PPI	-3	4	-2	-10	0	-7	10	-6
Glyco luc inh	0	2	0	2	1	10	2	2
MC4R barr agon	-0.7	-2.7	-0.5	-0.8	0.6	-0.2	2.1	-2.0
ABHD5-PLIN5 inh	4	1	0	3	3	3	0	-1

49) COc1ccc(N(CC(=O)NCc2ccccc2)C(=O)Cn2nnc(-c3ccccc3F)n2)cc1OC
50) Cc1ccc(C(=O)CSc2nnc(COc3ccccc3)o2)cc1
51) Cn1nc(C(F)(F)F)cc1Oc1ncc(C(F)(F)F)cc1Cl
52) NC1=NS(=O)(=O)NC1c1ccc(Br)cc1 (centres undefined)
53) O=C(CN1CCN(Cc2ccccc2)CC1)c1c[nH]c2ccccc12

Compound	49	50	51	52	53
ABCB6 inh 2	91	105	93	95	112
SRC2 inh	7	-35	10	2	-27
m5-HT2A agonist	0	9	0	0	-1
TLR9-MyD88 inh	2	-1	-8	-2	-1
MC4R antag cAMP	-3	-3	10	4	8
Cardio protect	5	-3	-1	-2	7
NOD2 RIPK2 PPI	-4	1	-5	-4	3
Glyco luc inh	1	0	2	0	0
MC4R barr agon	-2.1	2.2	-2.0	-1.2	-1.1
ABHD5-PLIN5 inh	0	2	3	-1	6

A portion of the library; the hit share may differ from the screen's.
